NR2F2 inh: NR2F2 (human) inhibition, primary screen. P24468. HEK293T NGFI-A luciferase reporter, luminescence. inhibition, % at 8.6 µM. hit rate 0.7% among 370,000;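 active = inhibition above a per-plate cutoff, mean inhibition of test wells between control levels plus 3 SD, cut at about 38% in these data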;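 also: cells cotransfected with COUP-TFII expression vector driving the NGFI-A reporter; 0% = median of COUP-TF2 test wells and 100% = reporter-only cells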
TLR9-MyD88 block: TLR9-MyD88 interaction inhibition | CHO BLA complementation TLR9-MyD88, CCF4 FRET ratio | AID 504734 | hit rate 0.21% among 340,000 | inhibition, % at 4.98 µM;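 active = inhibition above the mean over all tested compounds plus 3 SD, cut at about 21% in these data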;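 also: 0% = DMSO only wells and 100% = clavulanate BLA inhibitor control wells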
SRC1 inh: inhibits human SRC1 coactivator; HEK293 GAL4-SRC1 luciferase reporter, luminescence; hit rate 0.12% among 360,000; Q15788; inhibition, % at 3.6 µM; AID 588354;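 active = inhibition above the campaign mean plus 3 SD, with each screening campaign given its own cutoff, cut at about 60% in these data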;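 also: 0% = DMSO treated cells and 100% = gossypol at 36 µM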
NOD2 RIPK2 PPI: NOD2-RIPK2 protein interaction inhibition; O43353; CHO BLA complementation NOD2-RIPK2, CCF4 ratio; inhibition, % at 4.98 µM; hit rate 0.38% among 360,000; AID 624267; in the data active = inhibition above about 21%;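 also: 0% = vehicle only and 100% = reference blocker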
SRC3 inh: inhibitors of human steroid receptor coactivator 3 (SRC3); Q9Y6Q9; HEK293 GAL4-SRC3 luciferase reporter, luminescence; inhibition, % at 3.6 µM; hit rate 0.17% among 360,000; AID 588352;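 active = inhibition above a per-campaign cutoff, the mean of all compounds plus 3 SD, cut at about 60% in these data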;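 also: 0% = DMSO-treated cells and 100% = gossypol-treated cells at 36 µM; higher means less SRC3-driven luciferase light from the GAL4 reporter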
Target sequence (Q9Y6Q9 whole entry, looked up, the tested form may be a part): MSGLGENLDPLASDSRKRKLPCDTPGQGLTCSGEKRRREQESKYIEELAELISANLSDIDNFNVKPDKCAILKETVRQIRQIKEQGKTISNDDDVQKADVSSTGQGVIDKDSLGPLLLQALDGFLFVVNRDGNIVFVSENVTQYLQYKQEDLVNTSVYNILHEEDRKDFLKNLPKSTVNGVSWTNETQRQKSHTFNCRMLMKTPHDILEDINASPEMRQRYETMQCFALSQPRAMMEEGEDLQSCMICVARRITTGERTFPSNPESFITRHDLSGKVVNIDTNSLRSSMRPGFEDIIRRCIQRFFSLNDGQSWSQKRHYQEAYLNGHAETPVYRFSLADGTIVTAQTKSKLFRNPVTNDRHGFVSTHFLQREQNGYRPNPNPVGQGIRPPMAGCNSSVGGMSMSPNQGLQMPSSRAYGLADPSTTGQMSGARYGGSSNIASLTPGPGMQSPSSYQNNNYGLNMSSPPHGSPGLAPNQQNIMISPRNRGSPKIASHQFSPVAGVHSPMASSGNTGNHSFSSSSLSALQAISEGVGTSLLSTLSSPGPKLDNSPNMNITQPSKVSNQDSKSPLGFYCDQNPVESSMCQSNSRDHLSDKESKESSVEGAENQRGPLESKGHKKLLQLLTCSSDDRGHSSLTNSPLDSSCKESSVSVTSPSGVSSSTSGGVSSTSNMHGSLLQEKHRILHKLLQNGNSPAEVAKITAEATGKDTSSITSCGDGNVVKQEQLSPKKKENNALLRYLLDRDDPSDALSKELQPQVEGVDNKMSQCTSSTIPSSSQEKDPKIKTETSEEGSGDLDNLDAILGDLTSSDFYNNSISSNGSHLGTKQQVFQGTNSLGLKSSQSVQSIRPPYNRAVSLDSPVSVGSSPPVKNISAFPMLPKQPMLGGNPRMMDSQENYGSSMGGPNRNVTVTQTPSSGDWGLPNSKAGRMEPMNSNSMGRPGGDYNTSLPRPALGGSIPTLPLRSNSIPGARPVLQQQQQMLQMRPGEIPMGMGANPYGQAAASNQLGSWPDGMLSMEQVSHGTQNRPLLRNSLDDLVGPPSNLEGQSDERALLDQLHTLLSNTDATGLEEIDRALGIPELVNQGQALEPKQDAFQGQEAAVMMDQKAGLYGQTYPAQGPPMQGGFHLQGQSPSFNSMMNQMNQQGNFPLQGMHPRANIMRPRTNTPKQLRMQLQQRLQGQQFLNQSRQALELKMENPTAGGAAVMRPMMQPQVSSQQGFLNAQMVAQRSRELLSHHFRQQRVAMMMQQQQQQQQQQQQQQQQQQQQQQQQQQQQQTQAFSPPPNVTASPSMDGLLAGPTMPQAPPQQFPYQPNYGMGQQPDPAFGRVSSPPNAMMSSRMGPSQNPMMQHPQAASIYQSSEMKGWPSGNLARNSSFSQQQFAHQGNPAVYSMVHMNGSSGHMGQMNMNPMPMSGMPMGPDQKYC
LRH-1 inv ag: inverse agonists of human LRH-1 (NR5A2); hit rate 0.13% among 360,000; O00482; inhibition, % at 3.6 µM; HEK293T StAR-luciferase reporter, LRH-1 transfected, 24 h;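 active = inhibition above the mean inhibition of all tested compounds plus 3 SD, cut at about 73% in these data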;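 also: 0% = DMSO wells and 100% = reporter-only cells lacking LRH-1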
ABHD5-PLIN5 inh: inhibitors of human ABHD5-perilipin-5 interaction; Q00G26+Q8WTS1; Split G. princeps luciferase complementation, luminescence, 4 h; inhibition, % at 4 µM; hit rate 0.78% among 360,000;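 active = inhibition above the mean inhibition across every tested compound plus 3 SD, cut at about 22% in these data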;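 also: 0% = DMSO only wells and the 100% control is not disclosed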
MC4R antagonist: human MC4R antagonism in cAMP assay | P32245 | MC4R-expressing cells, MTII-stimulated cAMP, LANCE TR-FRET | inhibition, % at 6.5 µM | hit rate 0.48% among 360,000 | AID 540295;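 active = inhibition above its plate's cutoff, the mean of tested wells on that plate plus 3 SD, cut at about 29% in these data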;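 also: 0% = Melanotan II alone and 100% = Melanotan II plus saturating MCL0020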
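Assay system: U2OS cells stably expressing human melanocortin 4 receptor (MC4R) / Dosing: 6.5 µM / Timing: compound 30 min, challenge 1 h, detection 1 h / Measured by: Eu-cAMP/anti-cAMP TR-FRET, emission 671 nm / Replicates: singlicate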
NCOA2 inhibitor: human SRC2 (NCOA2) inhibition; Q15596; HEK293 GAL4-SRC2 luciferase reporter, luminescence; inhibition, % at 9 µM; hit rate 0.17% among 370,000; AID 651957;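 active = inhibition above the mean inhibition of all tested compounds plus 3 SD, set per campaign, cut at about 52% in these data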;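 also: 0% = DMSO treated cells and 100% = cells given Gossypol at 36 µM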
MC4R barr agon: activates human MC4R beta-arrestin recruitment. AID 540308. hit rate 0.98% among 360,000. P32245. U2OS MC4R beta-arrestin complementation, luminescence; percent of melanotan II response, DMSO zero. activation, % at 8.9 µM;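 active = activation above a per-plate cutoff, the mean activation of sample wells on that plate plus 3 SD, cut at about 8% in these data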
EBV LMP1 NFkB: reduces LMP1-driven NF-kappaB luciferase signal; AID 504558; inhibition, % at 12.5 µM; hit rate 0.69% among 350,000; LMP1-induced NF-kappaB luciferase reporter cells, luminescence; in the data active = inhibition above about 41%; inconclusive = no clear call, values can overlap the other calls;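 also: 0% = neutral control wells and 100% = reference inhibitor control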
The depositor's hits bear a star; ? = inconclusive; . = not tested or not shown.

Sequence of screens: NR2F2 inh	TLR9-MyD88 block	SRC1 inh	NOD2 RIPK2 PPI	SRC3 inh	LRH-1 inv ag	ABHD5-PLIN5 inh	MC4R antagonist	NCOA2 inhibitor	MC4R barr agon	EBV LMP1 NFkB
(1) CCOC(=O)c1c(NC(=O)CSc2nnc(C)s2)sc2c1CCCCC2
→ 20	10	-6	-4	1	-19	-1	5	1	-1.2	7
(2) O=[N+]([O-])c1ccc(C2CCCC/C2=N/OCc2ccc(F)cc2)c([N+](=O)[O-])c1 (configuration not stated)
→ -2	1	-1	-1	-3	16	-5	16	-12	-0.2	-2
(3) COC(=O)[C@]12CCCCC=C1N(CCC1=CCCCC1)C(=O)[C@H](CC(=O)NCc1cccs1)C2
→ -13	.	.	-6	.	32	9	.	10	.	.
(4) CCN(CC)S(=O)(=O)c1cccc(NC(=O)COC(=O)c2n[nH]c(=O)c3ccccc23)c1
→ -4	4	-2	-10	2	2	2	-3	4	-1.6	-7
(5) CC(=O)N1N=C(c2ccc(NS(=O)(=O)c3ccccc3)cc2)CC1c1ccco1 (configuration not stated)
→ -12	1	-7	19	23	23	-6	-8	13	-1.2	18
(6) O=C(CC12CC3CC(CC(C3)C1)C2)Nc1ccc2c(c1)COC2=O
→ -7	0	1	-1	7	2	1	4	-27	-0.3	3
(7) COC(=O)c1c(C)oc2ccc(NS(=O)(=O)c3cccs3)cc12
→ 2	5	-3	14	24	-9	-4	19	2	1.5	1
(8) O=C(NCc1ccncc1)C1Cc2c(-c3ccc(Cl)cc3)ccnc2O1 (configuration not stated)
→ 5	.	-3	2	2	-10	9	-1	-5	-1.9	.
(9) COc1ccc(-c2nn(-c3ccccc3)cc2CO)cc1OC
→ 4	-2	-5	7	-7	-15	6	4	-14	-0.1	6
(10) O=C(c1ccco1)N1CCN(Cc2ccccc2Br)CC1
→ -4	-9	-7	-10	-55	-68	5	28	-46	0.0	-13
(11) Cc1ccc(-c2nnnn2CS(=O)(=O)c2ccccc2)cc1
→ -28	1	-56	1	-45	-19	4	0	-23	-1.2	-10
(12) O=c1oc2ccccc2c(O)c1CN1CCCCC1
→ 1	3	14	7	16	-8	7	18	-47	2.1	1
(13) CC(=O)N1CCN(c2ccc(NC(=O)c3cc4ccccc4o3)cc2)CC1
→ -20	0	-26	-6	-9	-53	4	19	-19	-2.5	1
(14) COc1ccc(C(=O)NNC(=S)NC(=O)c2cccs2)cc1
→ -8	-2	1	-11	-11	8	5	10	-4	-2.2	?
(15) CCCn1c2ccccc2c2cnn(CC(=O)NCCN(C)C)c(=O)c21
→ 2	3	8	4	12	16	3	-7	4	-1.6	0
(16) CSCCC(NS(=O)(=O)c1ccc(Cl)cc1)C(=O)OCC(=O)N(C(C)C)C(C)C (configuration not stated)
→ 9	13	9	-1	13	7	-1	3	6	-0.2	-26
(17) CN(C)C(CNC(=O)CSc1nc2sc3c(c2c(=O)n1C)CCCC3)c1ccccc1 (configuration not stated)
→ 17	-4	-2	-12	-7	12	1	-2	-25	1.1	-8
(18) Clc1ccc(OCc2nn3c(-c4ccccc4)nnc3s2)c(Cl)c1
→ -2	-12	-6	-1	-6	12	2	12	-8	8.9*	-9
(19) CCN(CC)c1ccc(C=Nc2ccccc2)c(O)c1
→ 21	-9	-7	4	10	-4	-17	17	-6	0.1	-12
(20) CCC(C)NC(=O)C(Cc1ccccc1)NS(=O)(=O)c1ccc2c(c1)CCC(=O)N2 (configuration not stated)
→ -1	-9	-23	-10	13	2	-2	-4	20	-4.6	-2
(21) CCCc1nn2c(=O)cc(CSCC(=O)Nc3ccccc3OC)nc2s1
→ 8	-5	-5	-12	6	-2	-7	9	-8	-0.8	-2
(22) Cc1ccc(C(=O)NCc2ccco2)cc1[N+](=O)[O-]
→ -18	6	8	-2	9	-17	5	6	18	-1.2	-2
(23) COCCN(C(=S)Nc1ccc(C)cc1C)C(C)c1cccs1 (configuration not stated)
→ -2	2	4	-8	0	2	-4	3	12	1.7	0
(24) O=[N+]([O-])c1ccc(F)c(CN2CCN(c3ncc(Cc4ccccc4)cn3)CC2)c1
→ 4	.	.	0	.	-5	-11	.	12	.	.
(25) COc1ccc(CN2C(=O)c3ccccc3C2=O)cc1C(=O)OC(C)C(=O)NC(N)=O (configuration not stated)
→ -7	7	0	-14	4	0	4	0	-24	-0.5	11
(26) CC(NC(=O)CCc1nnc(C2CCCCC2)o1)c1ccc(F)cc1 (configuration not stated)
→ 3	-6	3	7	-7	-11	-4	3	-9	-2.9	6
(27) Cc1cc(C)nc(SCc2cn3cc(Cl)ccc3n2)n1
→ 0	-2	-2	1	17	-20	9	4	4	-0.7	-3
(28) Cc1c(-n2c(SCC(=O)C(C)(C)C)nc3ccccc3c2=O)c(=O)n(-c2ccccc2)n1C
→ 9	6	-7	-4	12	19	9	-3	-2	1.3	-3
(29) CC(=O)Nc1ccc(CN2CCN(CCC(C)C)C(CCO)C2)cc1 (configuration not stated)
→ 0	4	6	-10	24	-3	5	4	8	-1.5	7
(30) Cc1ccc(-c2ccc(CN3C(C(C)C)C(=O)N(Cc4cn(CC5CCCCC5)nn4)CCS3(=O)=O)cc2)cc1 (configuration not stated)
→ 8	-8	-2	5	-1	1	1	11	-15	-1.4	-25
(31) CCC(CC)NC(=O)COC(=O)c1cccc(C)c1O
→ -19	-5	-9	-6	12	1	3	1	11	0.3	-6
(32) O=S(=O)(Nc1cccc(S(=O)(=O)N2CCCCC2)c1)c1ccccc1F
→ 1	7	-15	7	-7	28	-6	10	-24	-1.0	3
(33) COC(=O)COc1ccc(S(=O)(=O)Nc2ccc(NC(C)=O)cc2)cc1
→ -25	13	4	2	14	-2	1	22	-23	-0.6	-1
(34) Cc1cc(S(=O)(=O)N(Cc2ccc3c(c2)OCO3)CC2CCCO2)ccc1-n1cnnn1 (configuration not stated)
→ -4	-4	-15	1	-15	21	-9	7	14	0.6	3
(35) CC(C(=O)OCC(=O)Nc1ccccc1OC(F)F)N1C(=O)C2CC=CCC2C1=O (configuration not stated)
→ -3	8	-2	-16	-14	13	-2	7	18	-1.1	1
(36) CCOc1ccccc1NC(=O)C1=C(C)NC(=O)NC1c1cccc(OC)c1OC (configuration not stated)
→ 9	9	-9	-1	-2	1	-2	6	15	1.1	-3
(37) COc1cc(C(=O)NCCc2ccc(F)cc2)ccc1OCC(=O)N1CCOCC1
→ .	8	-4	-2	5	3	1	1	.	-1.9	-1
(38) COc1ccc(C(Cl)=C(c2ccc(OC)cc2)c2ccc(OC)cc2)cc1
→ 17	-12	11	4	4	14	-9	17	3	0.6	6
(39) CN1CCCC(OC(=O)c2ccccc2F)C1 (configuration not stated)
→ -5	-1	10	8	15	6	-30	14	-9	0.7	-4
(40) COc1ccc(-c2nc(CS(=O)(=O)CC(=O)NCCc3ccccc3)c(C)o2)cc1
→ -12	0	-2	-4	4	-3	-2	2	11	-0.8	-6
(41) Cc1ccc(C)c(OCC(=O)Nc2cccc(S(=O)(=O)NC3=NCCCCC3)c2)c1
→ 6	-5	22	-6	7	11	0	-1	2	0.0	-4
(42) Cc1cc(NS(=O)(=O)c2ccc(NC(=O)c3ccco3)cc2)nc(C)n1
→ 17	6	12	4	-2	-15	2	6	-3	-1.4	-2
(43) Cc1cccc(C)c1NC(=O)c1ccccc1C(=O)O
→ -20	-4	-12	3	8	-8	0	-3	6	-3.3	-5
(44) Cc1nc(SCC(=O)NC(=O)NCCC(C)C)c2c(-c3cccs3)csc2n1
→ -4	9	-9	1	14	-14	3	11	15	2.6	6
(45) Cc1ccccc1CCNC(=O)CCn1nc(C)c2c(C)n(-c3ccccc3)nc2c1=O
→ -2	1	16	0	-26	3	9	8	-39	-3.4	1
(46) Nc1ccccc1-c1ccccc1N
→ -3	9	4	1	12	-11	1	13	-21	-2.0	-1
(47) Cc1onc(-c2ccccc2)c1-c1nnc(CN2CCN(S(=O)(=O)c3ccccc3F)CC2)o1
→ 7	1	-8	-6	-15	-1	-3	-1	16	-2.5	-4
(48) CCOc1ccccc1NC(=O)C(CC)Sc1nc2ccsc2c(=O)n1CCC(=O)O (configuration not stated)
→ -10	0	-3	-11	17	19	0	4	5	0.1	-3
(49) COc1ccc(NC(=O)c2ccc(-n3cncn3)c([N+](=O)[O-])c2)cc1
→ 0	-1	7	-5	1	8	-1	2	-56	-2.1	0
(50) Cn1cc(S(=O)(=O)Nc2cccc(F)c2)c(=O)n(C)c1=O
→ -3	2	-61	5	-5	3	2	13	-43	0.9	-6

(next part)
Sequence of screens: NR2F2 inh	TLR9-MyD88 block	SRC1 inh	NOD2 RIPK2 PPI	SRC3 inh	LRH-1 inv ag	ABHD5-PLIN5 inh	MC4R antagonist	NCOA2 inhibitor	MC4R barr agon	EBV LMP1 NFkB
(51) O=C(NCC1CCCO1)c1cccc(-n2cnnn2)c1 (configuration not stated)
→ 4	5	-15	-7	4	-2	-6	1	8	-2.2	-3
(52) COc1ccc(-c2sc3ccc(N4CCOCC4)cc3c2C#CC2(O)CCCCC2)cc1
→ -6	-1	-17	-2	-2	-2	-12	6	-20	32*	-6
(53) CCN(CC(=O)Nc1ccccc1OC)C(=O)C1CCCC1
→ 11	-9	3	-4	15	1	-11	15	-1	-0.2	1
(54) CC1CN(Cc2cn(C)nc2-c2ccc(Oc3ccccc3)cc2)CCN1C (configuration not stated)
→ -7	7	-28	-6	-5	6	8	3	7	1.3	-7
(55) Cc1ccc(NC(=S)NCCN2CCOCC2)cc1C
→ -2	2	-40	-14	9	-24	7	-7	-15	-0.4	8
(56) COc1ccc(NC(=S)Nc2ccccc2SC)c(OC)c1
→ -21	10	-26	2	2	-35	-5	25	-7	-3.9	0
(57) CC1Cc2cc(S(=O)(=O)N3CCN(c4ccccc4F)CC3)ccc2N1C(=O)C1CC1 (configuration not stated)
→ -19	0	0	2	5	-5	-4	4	-6	-3.0	6
(58) CN(C)CCCC(C)(O)C(Cc1ccccc1)c1ccccc1 (configuration not stated)
→ -1	3	15	8	-19	-20	5	10	16	-3.3	6
(59) O=C(CSc1nc2ccc(Cl)cc2[nH]1)c1cccs1
→ -26	5	-55	2	-26	-43	-6	9	-26	-0.5	-36
(60) O=C(NC1CCCCCCC1)c1ccccc1O
→ -21	-7	-61	-7	-44	-72	-4	3	-32	2.5	-31
(61) CCOc1cc(N2CCOCC2)c(OCC)cc1NC(=O)CN1C(=O)NC2(CCc3ccccc32)C1=O (configuration not stated)
→ -10	-4	-2	-10	16	-6	1	2	-9	-1.3	7
(62) Cc1cc(NC(=O)Nc2ccc(F)c(Cl)c2)no1
→ -4	14	-21	-6	-8	-23	-3	-10	2	0.1	15
(63) COc1ccc(/C=C/C(=O)Nc2ccccc2C(=O)N2CCCC2)cc1
→ -24	-6	-33	-1	-13	-42	1	-2	-23	-1.9	-12
(64) COc1ccc2nc(SC)cc(C)c2c1
→ -2	1	-76	6	5	-5	-3	5	-3	-0.6	0

Some of the compounds tested; the hit share may differ from the screen's.
